# Screens deposited in PubChem by National Center for Advancing Translational Sciences (NCATS).
# AmpC inh no detg: qHTS Inhibitors of AmpC Beta-Lactamase (assay without detergent); Potency, µM (highest dose often 57.1 µM), inactives show top-dose activity change, negative = inhibition, usual class: inhibitors; P00811; AmpC nitrocefin hydrolysis, absorbance 480 nm, 0.0001% Triton; 330,000 tested, 0.52% active;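 also: potency is read from the fitted curve at half-maximal effect; plate controls were no compound for no effect and no enzyme for full effect; nearly all actives have a fitted effect of over 20% in size; some results filed as inactive show a strong effect at the top dose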
# Target sequence (P00811 whole entry, looked up): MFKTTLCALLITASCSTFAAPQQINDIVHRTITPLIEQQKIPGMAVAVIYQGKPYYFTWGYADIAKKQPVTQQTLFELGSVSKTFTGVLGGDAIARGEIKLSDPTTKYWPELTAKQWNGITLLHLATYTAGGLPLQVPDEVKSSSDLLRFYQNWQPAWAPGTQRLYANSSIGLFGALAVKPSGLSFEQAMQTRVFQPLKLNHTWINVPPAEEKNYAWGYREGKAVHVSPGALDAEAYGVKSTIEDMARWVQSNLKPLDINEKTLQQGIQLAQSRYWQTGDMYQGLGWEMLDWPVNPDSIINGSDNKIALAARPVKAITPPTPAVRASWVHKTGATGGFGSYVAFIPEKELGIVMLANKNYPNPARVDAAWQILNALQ
#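 AmpC (5.3 nM in the dispensed reagent) in 20 mM phosphate pH 7.0 with 0.01% (detergent screen) or 0.0001% Triton X-100 was preincubated with compounds for 15 min at room temperature. Nitrocefin was then added from an 800 uM solution, and hydrolysis was followed at 480 nm.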
# Cycloheximide cs: Cycloheximide Counterscreen for Small Molecule Inhibitors of Shiga Toxin; 300,000 tested, 12% active; cell reporter, cycloheximide protein synthesis inhibition counterscreen; AID 2314, 2010; max response, %; in the data active = max response mostly above about 13%, no sharp cut-off; inactive = mostly below about 14%; also: read at 38.3 µM for the half of the compounds with a filed dose; 0% is about no effect
# AmpC detergent: qHTS Inhibitors of AmpC Beta-Lactamase (assay with detergent); 370,000 tested, 0.041% active; AID 485294, 2010; Potency, µM (doses to about 114 µM), inactives show at the highest dose activity change, negative = inhibition, most hits filed as inhibitors; P00811; AmpC hydrolysis of nitrocefin, absorbance 480 nm, 0.01% Triton;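 also: potency is read from the fitted curve at half-maximal effect; 0% = no-compound wells and -100% = no-enzyme wells; nearly all actives have a fitted effect of over 25% in size; some results filed as inactive show a strong effect at the top dose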
#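 20 mM phosphate pH 7.0 + 0.01% (detergent screen) or 0.0001% Triton X-100; 5.3 nM AmpC reagent; cpd preinc 15 min RT; nitrocefin (800 uM stock) to start; A480 q20 s × 4 min; Activity was normalised to no-enzyme and no-compound control wells.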
# Shiga inhibitor: A qHTS for Small Molecule Inhibitors of Shiga Toxin | 290,000 tested, 9.2% active | Vero cells, Shiga toxin protein synthesis inhibition reporter | inhibition, % at 38.7 µM; in the data active = inhibition mostly above about 28%, no sharp cut-off; inactive = mostly below about 43%; also: 0% is about no effect
# Giardia FBPA inh: qHTS Assay for Inhibitors of Fructose-1,6-bisphosphate Aldolase from Giardia Lamblia. 290,000 tested, 0.71% active. purified Giardia FBPA. Potency, µM (series often up to 59.6 µM), for the others: at the top dose activity, negative = inhibition, actives largely listed as inhibitors; also: potency is read from the fitted curve at half-maximal effect; % is scaled to controls: 0 for no effect and ±100 for the full control effect; nearly all actives have a fitted effect of over 55% in size
# Target sequence (A8B2U2 whole entry, looked up): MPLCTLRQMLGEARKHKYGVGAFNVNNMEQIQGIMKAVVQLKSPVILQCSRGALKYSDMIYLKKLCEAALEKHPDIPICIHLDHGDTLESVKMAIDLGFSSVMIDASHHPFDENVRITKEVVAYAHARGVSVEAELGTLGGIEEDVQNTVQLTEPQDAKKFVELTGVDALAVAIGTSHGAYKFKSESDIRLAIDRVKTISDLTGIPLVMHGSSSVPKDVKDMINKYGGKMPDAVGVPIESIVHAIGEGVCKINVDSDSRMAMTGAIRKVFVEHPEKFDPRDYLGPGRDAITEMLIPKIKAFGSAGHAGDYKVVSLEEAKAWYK
#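 40 nM FBPA preincubated 10 min at RT with compound (up to 57.5 uM final), then substrate plus GAPDH/TPI/NAD/arsenate coupling and diaphorase/resazurin added. Fluorescence read after 20 min at RT, 525/598 nm.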
# AMA1-RON2 inh: qHTS for Inhibitors of AMA1-RON; Towards Development of Antimalarial Drug Lead: Primary Screen; Plasmodium falciparum AMA1 (3D7) - RON2 peptide interaction; AlphaScreen AMA1-biotinylated RON2 peptide binding; Potency, µM (series often up to 58.2 µM), without a hit: at the highest dose activity change, negative = inhibition, hits mostly inhibitors; AID 720542, 2013; 360,000 tested, 0.2% active;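 also: potency is read from the fitted curve at half-maximal effect; 0% = vehicle wells and -100% = peptide control; nearly all actives have a fitted effect of over 45% in size; some results filed as inactive show a strong effect at the top dose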
#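 AMA1 (3D7) with his tag at 25 nM final met compounds first, then biotinylated RON2 peptide at 25 nM; detection used donor plus acceptor beads, 10 µg/mL apiece, read by AlphaScreen after 30 min at room temperature.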
# HCMV antiviral: qHTS Assay for inhibitors of the human cytomegalovirus (HCMV). HFF cells, HCMV-luciferase reporter, 72 h; stronger effect = lower value. activity change, negative = inhibition, % at 57.5 µM. 410,000 tested, 4.5% active. AID 1259415, 2018; in the data active = activity change below about -60%; inconclusive = no clear call, values can overlap the other calls; inactive = above about -39%; also: % is scaled to controls: 0 for no effect and ±100 for the full control effect
#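 Human foreskin fibroblasts infected with luciferase-reporter HCMV at MOI 1 PFU/cell, compounds at two doses. Luciferase measured 72 h post infection; normalized to buffer-only basal and Salinomycin (10uM) controls.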
# The depositor's hits bear a star; ? = inconclusive; / = not tested or not shown; & = joins results of further samples; [ ] = remark or other dose. Unless noted, calls follow the shape of the dose curve; as a rule, active = well fitted curve in the direction sought with a large enough effect; inconclusive = small, poorly fitted or top-dose-only effect, or another doubt; inactive = no such curve, though single readings can be large; an effect the other way counts as inactive or inconclusive.
SMILES,AmpC inh no detg,Cycloheximide cs,AmpC detergent,Shiga inhibitor,Giardia FBPA inh,AMA1-RON2 inh,HCMV antiviral
Cc1ccc(NC(=O)Cn2cnc3c(=O)n(C)c(=O)n(C)c32)c(C)c1,-13%,0,1%,-8,2%,-27%,-13
COc1ccc(NC(=O)CCn2c(=O)c3cccn3c3ccccc32)c(OC)c1,-5%,-7,?,-3,/,-18%,-35&-37
O=c1[nH]c2cc3c(cc2cc1CN(Cc1cccs1)Cc1nnnn1Cc1ccco1)OCCO3,-22%,-4,?,12,?,-8%,-7
CC1=C(C(=O)Nc2ccc(C)cc2)C(c2ccc(C)o2)C2=C(CC(C)(C)CC2=O)N1 (stereo not given),4%,8,?,22,-3%,2%,-7
COc1ccc(S(=O)(=O)N2c3cc(Cl)ccc3Oc3nc4ccccc4nc32)cc1,-11%,17,-8%,50*,-1%,-6%,-89*
Cc1ccc(C(=O)N(c2ccccc2)C2CC(C)N(C(=O)c3ccco3)c3ccccc32)cc1 (stereo not given),52%,18*,-2%,31,-9%,-5%,?
CCc1ccc(CNCCNCC(C)O)cc1 (stereo not given),-8%,4,?,-21,-7%,52%[activator],5
COc1cccc(/C=C/C(=O)OCC(=O)NCc2ccco2)c1OC,-15%,0,1%,17,4%,-18%,-25
O=C(CN1CCCCC1)Nc1scc2c1c(=O)oc1ccccc12,-5%,11,-1%,-1,0%,22%,2
CCC(Oc1ccc(C)c(C)c1)C(=O)O (stereo not given),-8%,-1,-3%,-10,1%,-14%,-19
CCC(CC)C(=O)N1CC(=O)Nc2ccc(F)cc2C1c1ccccc1 (stereo not given),45%,-2,-4%,-14,9%,21%,30
O=C(O)c1cn(-c2ccccc2)nc1-c1cccnc1,-7%,4,-4%,6,0%,-6%,12
Cc1ccc(Oc2cc(C)nc(-c3ccccc3O)n2)cc1,-21%,37*,-12%,33,2%,41%[activator],-28
CCN(CC)S(=O)(=O)c1cccc(C(=O)NC(C)C(c2cccs2)N2CCCC2)c1 (stereo not given),3%,-5,0%,-6,3%,-4%,1
Cn1cnc2cc(NCc3ccccc3O)ccc21,-21%,61*,7%,114*,-5%,60%[activator],-6

# Ordered by molecular weight (high to low): some entries from above
SMILES,AmpC inh no detg,Cycloheximide cs,AmpC detergent,Shiga inhibitor,Giardia FBPA inh,AMA1-RON2 inh,HCMV antiviral
O=c1[nH]c2cc3c(cc2cc1CN(Cc1cccs1)Cc1nnnn1Cc1ccco1)OCCO3,-22%,-4,?,12,?,-8%,-7
Cc1ccc(C(=O)N(c2ccccc2)C2CC(C)N(C(=O)c3ccco3)c3ccccc32)cc1 (stereo not given),52%,18*,-2%,31,-9%,-5%,?
CCN(CC)S(=O)(=O)c1cccc(C(=O)NC(C)C(c2cccs2)N2CCCC2)c1 (stereo not given),3%,-5,0%,-6,3%,-4%,1
COc1ccc(S(=O)(=O)N2c3cc(Cl)ccc3Oc3nc4ccccc4nc32)cc1,-11%,17,-8%,50*,-1%,-6%,-89*
CC1=C(C(=O)Nc2ccc(C)cc2)C(c2ccc(C)o2)C2=C(CC(C)(C)CC2=O)N1 (stereo not given),4%,8,?,22,-3%,2%,-7
COc1cccc(/C=C/C(=O)OCC(=O)NCc2ccco2)c1OC,-15%,0,1%,17,4%,-18%,-25
O=C(CN1CCCCC1)Nc1scc2c1c(=O)oc1ccccc12,-5%,11,-1%,-1,0%,22%,2
Cc1ccc(NC(=O)Cn2cnc3c(=O)n(C)c(=O)n(C)c32)c(C)c1,-13%,0,1%,-8,2%,-27%,-13
Cc1ccc(Oc2cc(C)nc(-c3ccccc3O)n2)cc1,-21%,37*,-12%,33,2%,41%[activator],-28
O=C(O)c1cn(-c2ccccc2)nc1-c1cccnc1,-7%,4,-4%,6,0%,-6%,12
Cn1cnc2cc(NCc3ccccc3O)ccc21,-21%,61*,7%,114*,-5%,60%[activator],-6

# The listing continues.
SMILES,AmpC inh no detg,Cycloheximide cs,AmpC detergent,Shiga inhibitor,Giardia FBPA inh,AMA1-RON2 inh,HCMV antiviral
COc1ccccc1-c1oc2ccccc2c1-c1ccc2c(c1)OCO2,-23%,/,4%,/,/,8%,-14
O=C(c1ccc2c3c(cccc13)CC2)C1CCCN(Cc2ccncc2)C1 (stereo not given),114%[activator],-2,6%,-10,0%,-11%,-69*
O=C1CCCC1C(=O)Nc1ccc2ccccc2c1 (stereo not given),-17%,17*,1%,45*,-1%,3%,-8
O=C(O)c1cnn(-c2nc(-c3ccc(Br)cc3)cs2)c1C(F)(F)F,-16%,45*,2%,53*,3%,-6%,-2
Cc1ccc(Oc2ncccc2/C=N/OCc2ccc(Cl)c(Cl)c2)cc1,-15%,14,?,18,-1%,58%[activator],7
CCCN1CCN(CCCNC(=S)Nc2ccc3nc(N4CCN(CC)CC4)cc(C)c3c2)CC1,-7%,-2,-7%,-6,1%,-1%,?
COc1ccc(N(Cc2cc3ccccc3[nH]c2=O)S(=O)(=O)c2ccc(C)cc2)cc1,-40%,27*,-2%,39*,-7%,5%,?
NS(=O)(=O)c1ccc(NC(=O)c2cc(-c3ccccc3O)n[nH]2)cc1,-18%,-8,-6%,-1,12%,61%[activator],-22
O=C(CCn1nc(-c2ccc(Cl)cc2)ccc1=O)N1CCN(c2ccccn2)CC1,136%[activator],-3,5%,-15,5%,-4%,-17
Cc1sc2nc(-c3cccnc3)[nH]c(=O)c2c1-c1ccccc1,-8%,-2,-9%,-5,-20%,-1%,29
O=C(Cc1ccc(Br)cc1)NC1CCCCC1,-14%,22*,1%,20,-1%,-15%,82
C=CCn1c(N)c(C(=O)OCC)sc1=S,-15%,-5,1%,-17,0%,5%,-4
O=C(Cn1c2ccccc2c(=O)c2ccccc21)N/N=C/c1cc([N+](=O)[O-])ccc1N1CCCCC1,-19%,-1,-11%,12,3%,15%,-36
O=C(c1ccccc1-c1nc(-c2ccccc2Cl)no1)N1CCOCC1,14%,0,7%,-2,3%,-3%,-35
Cc1cc(C)nc(/N=C2\NC(=O)CC(C(=O)O)N2c2ccc(C)c(C)c2)n1 (stereo not given),-11%,-2,-9%,-1,-10%,5%,3
O=C(NC1CCCC1)c1ccc(Cl)c(S(=O)(=O)N2CCOCC2)c1,-6%,-4,0%,-4,12%,9%,-12
Cc1ccc(C)c(N2CCN(C(=O)c3cn(C)c4ccc(S(=O)(=O)N(C)C)cc4c3=O)CC2)c1,85%[activator],-6,?,-24,4%,10%,-11
CCN1CC(=O)Nc2cc(S(=O)(=O)N3CCOCC3)ccc21,-23%,-5,?,-11,5%,-7%,-60*
N#Cc1c(N)nc(SCC(=O)NCc2ccc3c(c2)OCO3)c(C#N)c1-c1cccs1,-31%,-2,-12%,49,2%,-4%,16

# An excerpt of these results, with tabs.
Molecule	AmpC inh no detg	Cycloheximide cs	AmpC detergent	Shiga inhibitor	Giardia FBPA inh	AMA1-RON2 inh	HCMV antiviral
O=C(NC1CCCC1)c1ccc(Cl)c(S(=O)(=O)N2CCOCC2)c1	-6%	-4	0%	-4	12%	9%	-12
Cc1ccc(C)c(N2CCN(C(=O)c3cn(C)c4ccc(S(=O)(=O)N(C)C)cc4c3=O)CC2)c1	85%[activator]	-6	?	-24	4%	10%	-11
